Assay outcomes from PubChem BioAssay.
Redox H2O2 prof = compounds producing H2O2 with reducing agent – biochemical, NIH compound library profiling, artefact control for MLSCN library redox annotation, primary screen; 200,000 tested, 0.03% active; activation, % at 10 µM; DTT-dependent redox cycling H2O2, phenol red/HRP absorbance; 100% = 100 µM peroxide control, 0% = buffer;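 active = activation of at least 50% relative to the plate's high and low controls in the primary single-dose screen; inactive = activation below 50%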;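 also: compound incubated with DTT at 0.8 mM final as the reducing agent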
PPARg SRC3 recr = promotes SRC-3 coactivator recruitment by human PPARgamma; activation, % at 8 µM; AID 731; biochemical PPARgamma/SRC-3 coactivator recruitment assay; 200,000 tested, 0.26% active; in the data active = activation above about 23%;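 also: 0% = DMSO and 100% = reference agonist; some compounds past the cut are filed as inactive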
TR-FRET SRC-2 ct = flags TR-FRET format artefacts in PPARgamma SRC-2 recruitment agonist screen | TR-FRET artefact counter-screen; active compounds read high | TR-FRET ratio at 8 µM | 200,000 tested, 0.4% active | AID 1049; in the data active = TR-FRET ratio above about 2000; also: inactives centre near 1500; reference of the scale not given here
bIAP inh = blocks bovine intestinal alkaline phosphatase activity. purified bovine IAP, CDP-star luminescence, 30 min. inhibition, % at 20 µM. 190,000 tested, under 10 active. AID 1019;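 active = over 50% inhibition of intestinal alkaline phosphatase at 20 µM in the single-dose screen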
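System: Purified bovine intestinal alkaline phosphatase (IAP) enzyme | Input: IAP diluted 1/65,000,000 in the well | Also added: CDP-star chemiluminescent phosphatase substrate, 30 µM final | Dosing: 20 µM single dose | Times: Enzyme reaction for 30 min at room temperature | Detection: Luminescence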
bIAP activator = intestinal alkaline phosphatase (bovine) activation; purified bovine IAP, CDP-star luminescence, 30 min; active compounds read high; fold of DMSO-control signal, blank-subtracted; activation factor at 20 µM; 200,000 tested, 0.17% active; AID 1016;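 active = activation factor of 2 or more at 20 µM, a signal rise over negative controls twice the positive control's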
Lmaj promast = Leishmania major promastigote growth inhibition; Leishmania major promastigotes, resazurin fluorescence viability; 200,000 tested, 9% active; inhibition, % at 10 µM; AID 1063; in the data active = inhibition above about 50%;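 also: promastigotes grown with compound for 44 hours at 28 °C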
S1P3 antag = blocks the human S1P3 receptor; Q99500; CHO S1P3 NFAT-BLA reporter, FRET fluorescence, antagonist mode; inhibition, % at 4.98 µM; 170,000 tested, 0.27% active;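 active = inhibition above the plate cutoff, the mean inhibition of test wells on that plate plus 3 SD, cut at about 28% in these data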;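 also: cells challenged with S1P at its EC80 of 0.8 µM; blue over green emission ratio from cleaved BLA substrate after 4 h stimulation; 0% = S1P-stimulated wells and 100% = unstimulated DMSO-only wells; some compounds past the cut are filed as inactive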
Target sequence (Q99500 whole entry, looked up): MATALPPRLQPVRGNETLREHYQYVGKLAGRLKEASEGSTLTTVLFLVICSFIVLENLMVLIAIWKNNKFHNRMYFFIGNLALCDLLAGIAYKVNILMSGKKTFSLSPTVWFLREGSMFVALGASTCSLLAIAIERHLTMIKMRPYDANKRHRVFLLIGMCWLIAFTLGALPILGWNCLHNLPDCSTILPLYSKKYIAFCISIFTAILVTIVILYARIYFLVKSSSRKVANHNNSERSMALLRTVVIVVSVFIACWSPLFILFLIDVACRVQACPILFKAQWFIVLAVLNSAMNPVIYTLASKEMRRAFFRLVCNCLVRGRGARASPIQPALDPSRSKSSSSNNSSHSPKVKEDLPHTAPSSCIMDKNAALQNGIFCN
PPARg SRC2 recr = promotes SRC-2 coactivator recruitment by human PPARgamma. P37231. activation, % at 8 µM. PPARgamma LBD-SRC-2 recruitment, biochemical. 200,000 tested, 0.34% active; in the data active = activation above about 22%;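 also: 0% = vehicle and 100% = reference agonist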
ROMK primary = modulators of human ROMK potassium channel | Tet-inducible ROMK, thallium flux fluorescence; actives lie on both sides | AID 1918 | P48048 | 130,000 tested, 2% active | B-score at 10 µM;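 active = signal ratio slope over the read window, or its plate-corrected B-score, at least 3 SD from the plate mean, either direction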;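 also: B-score of the F/F0 ratio slope over 7 to 12 s after thallium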
Target sequence (P48048 whole entry, looked up): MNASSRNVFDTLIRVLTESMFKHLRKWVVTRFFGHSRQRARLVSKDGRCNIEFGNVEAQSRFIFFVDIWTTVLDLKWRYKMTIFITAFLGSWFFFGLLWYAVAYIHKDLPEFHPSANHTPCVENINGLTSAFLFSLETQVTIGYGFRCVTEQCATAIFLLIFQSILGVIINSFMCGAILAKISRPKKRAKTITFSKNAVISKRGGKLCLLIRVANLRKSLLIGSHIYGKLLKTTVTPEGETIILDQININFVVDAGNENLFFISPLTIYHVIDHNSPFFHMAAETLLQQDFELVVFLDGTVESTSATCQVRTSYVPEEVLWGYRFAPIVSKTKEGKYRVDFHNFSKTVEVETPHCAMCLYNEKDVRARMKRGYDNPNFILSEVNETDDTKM
PPARg SRC1 recr = agonists of human PPARgamma SRC-1 coactivator recruitment; P37231; PPARgamma-SRC-1 coactivator recruitment biochemical assay; activation, % at 8 µM; 200,000 tested, 0.41% active; AID 631; in the data active = activation above about 19%;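 also: 0% = DMSO and 100% = reference agonist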
TLR4 MyD88 comp = blocks binding of human TLR4 to MyD88; inhibition, % at 8.4 µM; 200,000 tested, 0.18% active; O00206+Q99836; HeLa CL3-4 TLR4/MyD88 BLA complementation, FRET ratio; in the data active = inhibition above about 25%;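 also: 0% = vehicle and 100% = reference inhibitor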
* = called active by the depositor; . = not tested or not shown.

smiles,Redox H2O2 prof,PPARg SRC3 recr,TR-FRET SRC-2 ct,bIAP inh,bIAP activator,Lmaj promast,S1P3 antag,PPARg SRC2 recr,ROMK primary,PPARg SRC1 recr,TLR4 MyD88 comp
COc1cc(OC)cc(C(=O)OCc2ccc([N+](=O)[O-])cc2)c1,6.6,3,1452,-4,1,-6,3,5,.,2,-6
O=C(COc1ccc(Cl)cc1)NCCSCc1ccccc1Cl,-0.7,1,1614,44,0.6,40,-15,8,.,7,-6
CSc1ccc(-c2nnn(Cc3ccc(Br)cc3)n2)cc1,-0.2,4,1587,.,0.4,-9,.,3,-0.013,6,11
CCOC(=O)C(C)(C)Sc1ncnc2nc[nH]c12,0.2,-2,1447,41,0.6,0,.,-3,.,-4,13
CCNC(=O)COC(=O)c1[nH]c(C)c(C(=O)OC)c1C,-0.7,0,1552,6,0.9,-2,-9,-3,0.55,0,-16
CCCCOc1ccc2c(c1)C(=O)c1cc(O)ccc1-2,-0.2,0,1614,-2,1,12,4,4,1.3,6,6
O=C(NCCCc1ccccc1)c1cccc([N+](=O)[O-])c1,-0.5,2,1589,-19,1.2,0,16,12,-0.72,-3,-12
CN1C=CC=C/C1=C1\SC(=S)N(Cc2ccccc2)C1=O,-0.4,-2,1485,25,0.7,0,-9,-3,1.5,10,-3
C(=N\n1cnnc1)/c1ccccc1OCCOc1ccccc1,-0.4,2,1574,9,0.9,16,17,2,.,-3,12
Cc1cc(C)c2oc(C(=O)Nc3ccc(S(=O)(=O)N4CCC(C)CC4)cc3)cc(=O)c2c1,0.2,0,1776,20,0.8,87*,-10,11,0.064,-2,-10
O=C(CCNC(=O)Cn1ccc2ccccc2c1=O)NCC1CCCC1c1ccccc1 (stereo not drawn),-2.6,3,1850,8,0.9,-1,6,13,-0.76,4,11
CC(C)(Sc1cc(C(C)(C)C)c(O)c(C(C)(C)C)c1)Sc1cc(C(C)(C)C)c(O)c(C(C)(C)C)c1,5.4,3,1569,6,0.9,-6,-4,3,.,3,0
O=C1CC(Nc2ccccc2)C(=O)N1CCc1ccccc1 (stereo not drawn),-18,3,1586,23,0.8,-2,.,8,.,7,-3
CCN(CC)C(=O)C(=O)N/N=C/c1cccs1,2.0,-10,1463,4,1,1,.,4,.,-6,18
CSc1nnc(-c2cccc(C)c2)n1N,0.1,-8,1463,1,1,-3,.,-1,0.26,-5,11
COc1cc(/C=N/NC(=O)C(Cc2c[nH]c3ccccc23)NC(=O)OCC(C)C)cc([N+](=O)[O-])c1O (stereo not drawn),-0.6,10,1579,2,1,23,2,3,.,10,11
CC(=O)Nc1sc2c(c1C#N)CCCC2,0.0,6,1667,9,0.9,-5,.,6,0.061,3,-3
CCOC(=O)C1(Cc2ccc(OC)cc2)CCN(S(C)(=O)=O)CC1,-0.5,-6,1546,-7,1.1,-4,-2,4,0.014,3,-11
Cc1ccc(-c2nnc(SCC(=O)N/N=C/c3cccs3)n2-c2ccc(C)cc2)cc1,0.2,2,1615,0,1,32,-30,4,.,13,-8
CCC(Sc1nc(C)cc(=O)[nH]1)C(=O)Nc1nc2c(s1)CCCC2 (stereo not drawn),1.0,-6,1420,-2,1,-4,-29,-4,.,-2,-1
CSc1nnc(C(C)c2ncc(C(F)(F)F)cc2Cl)n1C (stereo not drawn),-0.6,-1,1370,-2,1,-8,-9,0,0.81,-1,-1
O=C(COC(=O)c1ccc(NS(=O)(=O)c2cccs2)cc1O)Nc1nc2ccccc2s1,-0.7,4,1604,8,0.9,-4,9,-2,-0.11,7,1
Cc1[nH]n(C2=NCCS2)c(=O)c1N=Nc1cccc(C(F)(F)F)c1,-0.4,3,1498,2,1,99*,-3,5,1,-1,3
COc1ccc(C(=O)NN(c2ccccc2)c2ccccc2)cc1,1.8,3,1414,3,1,1,.,-3,.,1,11
Cc1c(NC(=O)c2ccc(N(C)S(C)(=O)=O)cc2)c(=O)n(-c2ccccc2)n1C,0.4,-2,1598,2,1,-7,-15,0,0.2,-6,-6
Cc1ccc(-c2noc(C3CCN(C(=O)Nc4ccc(C#N)cc4)CC3)n2)o1,0.0,-5,1465,-5,1,6,5,-9,-1.6,-3,-17
COc1ccc(C(=O)/C=C/Nc2ccc([N+](=O)[O-])cc2C)c(OC)c1,5.2,-1,1532,24,0.8,-4,.,2,.,-4,4
OC(COC(c1ccccc1)c1ccccc1)CN1CCc2ccccc2C1 (stereo not drawn),0.0,4,1483,8,0.9,9,21,6,-1.3,3,-13
CCOC(=O)N1CCN(C(=O)c2noc(C(C)C)c2[N+](=O)[O-])CC1,-0.7,2,1619,5,1,-4,2,-5,1.9,3,-3
Cc1ccc(C)c(CN2C(=O)C3CCCN3c3ccc(C#N)cc32)c1 (stereo not drawn),-6.6,10,1692,2,1,21,.,1,.,0,-4
CCOC(=O)Nc1c(O)ccc2oc(C)c(-c3ccccc3)c12,3.0,-10,1314,5,0.9,2,-11,-1,.,-9,8
COc1ccc(C2(C(=O)NC3CCCCC3)CCOCC2)cc1OC,0.0,3,1515,31,0.7,6,.,0,0.51,3,7
O=C(CSCc1ccccc1)Nc1ccc(F)c(F)c1,0.3,1,1504,-4,1,-7,6,-1,.,2,8
C=CCn1c(SCc2cc(=O)n3cc(C)ccc3n2)nnc1-c1ccc(F)cc1,-0.6,9,1817,3,1,-2,6,15,0.36,6,-8
CCn1c(CCNC(=O)c2ccc(F)cc2)nc2ccccc21,-1.0,-4,1484,-3,1,-3,.,-5,.,2,-3
COC(=O)c1nc(N)sc1C(C)C,-0.6,6,1625,-32,1.3,-4,-9,3,1.9,5,15
O=C(CSc1nc2ncccc2[nH]1)Nc1ccc2c(c1)OCCO2,2.6,3,1545,-38,1.4,2,-9,1,.,-3,-1
Cc1cccn2cc(CCNS(=O)(=O)c3ccc([N+](=O)[O-])cc3)nc12,0.1,5,1548,-1,1,-2,-5,1,-0.2,7,2
COc1ccc(-c2ccc(C(=O)O)c(=O)[nH]2)cc1,0.0,1,1657,-13,1.1,-5,-10,6,0.79,11,-11
Cn1cnnc1SCC(=O)Nc1nc(-c2ccccc2)cs1,-0.3,-1,1623,1,1,7,-25,-8,.,-5,-4
O=C1NC(=O)C2C1C(c1ccc([N+](=O)[O-])cc1)=NN2Cc1ccccc1 (stereo not drawn),-1.8,7,1551,19,0.8,-2,-2,3,-3.1,4,44*
Cc1ccccc1Cc1c(C)nc2c(C(=O)NCc3ccc4c(c3)OCO4)cnn2c1C,3.2,-12,1599,4,1,-4,.,-1,.,3,-2
Fc1ccc(C(c2nnnn2Cc2ccco2)N2CCN(C3CCCCC3)CC2)cc1 (stereo not drawn),2.8,1,1503,6,0.9,17,17,2,.,4,1
O=C(O)c1[nH]c2ccccc2c1NS(=O)(=O)Cc1ccccc1,0.0,7,1379,8,0.9,-5,-2,-3,0.33,-2,5
COCCCN(C(=O)Nc1ccccc1)C(C)c1ccncc1 (stereo not drawn),-0.9,0,1588,0,1,-7,2,-7,.,10,-1
Cc1cc(NC(=O)CSc2nc(-c3ccccc3)nc3c2c(=O)n(C)c(=O)n3C)no1,0.1,-2,1475,-8,1.1,-8,-6,5,.,-5,-21
C=CCn1c(C(C)NC(=O)COC)nc2ccccc21 (stereo not drawn),0.0,8,1603,14,0.9,-5,-14,-3,.,8,-11
COc1nc(-c2ccc(Cl)cc2)nnc1C,-1.4,9,1718,5,0.9,1,-7,5,-0.11,5,9
O=C(NC1CCCCC1)C(c1ccccn1)N(C(=O)Cc1cccs1)c1ccc(Cl)cc1 (stereo not drawn),0.8,2,1607,-1,1,45,.,5,.,2,-11
NC(=O)c1ccccc1OCC(=O)NS(=O)(=O)c1ccccc1,1.3,-5,1472,9,0.9,-7,-29,-6,.,5,5
Cc1nn(-c2ccccc2)c(C)c1/C=N/Nc1nc2ccccc2[nH]1,0.5,-1,1649,13,0.9,100*,26,-2,.,-6,-8
CCn1ccnc1CN(C)Cc1cn(-c2cc(C)ccc2C)nc1-c1ccccc1,-0.8,0,1398,-46,1.5,93*,6,3,-1.4,10,-11
Cc1ccc(F)cc1NC(=O)C12CC3CC(C1)CC(n1cnc([N+](=O)[O-])n1)(C3)C2,-3.9,3,1633,3,1,67*,.,1,0.4,0,5
O=C(Nc1ccccc1)ON=C1CCCC1,0.2,-5,1422,7,0.9,5,-3,0,.,-4,0
CN(CP(=O)(O)CCc1ccccc1)S(C)(=O)=O,2.3,10,1670,17,0.8,-6,13,4,0.39,3,13
CCN(CC)S(=O)(=O)c1cc(NC(=O)CSc2nc3c(cc2C#N)C(=O)CC(C)(C)C3)ccc1C,2.0,-1,1318,-18,1.2,34,-3,-2,0.54,0,1

Continued:
smiles,Redox H2O2 prof,PPARg SRC3 recr,TR-FRET SRC-2 ct,bIAP inh,bIAP activator,Lmaj promast,S1P3 antag,PPARg SRC2 recr,ROMK primary,PPARg SRC1 recr,TLR4 MyD88 comp
O=S(=O)(c1ccccc1)N1CCN(C(=S)Nc2ccc(F)cc2)CC1,0.0,-2,1428,8,0.9,2,4,5,-1.6,6,4
COc1ccccc1NC(=O)CC(c1ccc(OC(C)C)cc1)c1ccccc1OC (stereo not drawn),0.3,-1,1528,2,1,20,-8,-5,.,4,-2
CCCCC(C(=O)NCCC(C)C)N(CCCN1CCOCC1)C(=O)c1snc(C(N)=O)c1N (stereo not drawn),0.1,7,1502,-3,1,17,-36,4,.,-1,8
Brc1cccc(-c2nnc3sc(CN4CCCCC4)cn23)c1,1.6,-6,1461,8,0.9,5,-20,3,0.22,4,15
O=C(CSc1nnc(-c2ccccc2)c(-c2ccccc2)n1)NCc1ccco1,0.8,-11,1482,6,0.9,17,.,3,-1.2,1,4
C(=N\n1cncn1)/c1ccc(N2CCOCC2)cc1,2.2,-2,1514,-1,1,-6,-8,-2,.,4,-9
c1cnc2ccc(C(c3nnnn3C3CCCCC3)N3CCN(C4CCCCC4)CC3)cc2c1 (stereo not drawn),0.6,4,1483,.,.,99*,.,-5,.,-3,-18
COc1ccc(S(=O)(=O)NCCSc2ccccc2)cc1OC,0.0,-2,1478,27,0.7,-3,.,10,0.29,-3,-7

Three entries already listed, ordered by molecular weight, ascending.
smiles,Redox H2O2 prof,PPARg SRC3 recr,TR-FRET SRC-2 ct,bIAP inh,bIAP activator,Lmaj promast,S1P3 antag,PPARg SRC2 recr,ROMK primary,PPARg SRC1 recr,TLR4 MyD88 comp
O=S(=O)(c1ccccc1)N1CCN(C(=S)Nc2ccc(F)cc2)CC1,0.0,-2,1428,8,0.9,2,4,5,-1.6,6,4
c1cnc2ccc(C(c3nnnn3C3CCCCC3)N3CCN(C4CCCCC4)CC3)cc2c1 (stereo not drawn),0.6,4,1483,.,.,99*,.,-5,.,-3,-18
CCCCC(C(=O)NCCC(C)C)N(CCCN1CCOCC1)C(=O)c1snc(C(N)=O)c1N (stereo not drawn),0.1,7,1502,-3,1,17,-36,4,.,-1,8
